# TGFb SMAD3 inh = TGF-b pathway inhibition. HepG2 CAGA-GFP TGF-b/SMAD3 reporter, GFP fluorescence, 18 h; TGF-beta stimulated, 500 pg/mL final. Potency, µM (titrated, usually from 46.1 µM), without a hit: at the top dose activity, negative = inhibition, actives largely listed as inhibitors. actives 1.2% (n = 410,000); note: % is set by controls: 0 for no effect and ±100 for the full control effect; nearly all actives have a fitted effect of over 65% in size
#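 HEPG2 CAGA-GFP, 1000 cells/well; 2 h settle, 37 C; cpd via pin tool; TGF-b 500 pg/mL final; 18 h, 37 C; GFP imaging ex488/em500-530; %Activity normalised to -TGF-b and +DMSO controls; CRC fit, curve class.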
# Nrf2 inh = Nrf2 pathway inhibition. A549 ARE-Fluc reporter, luciferase luminescence, 18-24 h. Potency, µM (titrated, usually from 46 µM), for the others: top-dose activity change, negative = inhibition, hits mostly inhibitors. actives 2.1% (n = 360,000); note: % is set by controls: 0 for no effect and ±100 for the full control effect; nearly all actives have a fitted effect of over 60% in size
#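 Reporter: ARE-Fluc in A549. Exposure: 18-24 h, 37 °C, 5% CO2, 5% FBS OPTI-MEM. Readouts: fluorescent cytotoxicity (CellTiter-Fluor), then luminescent Nrf2 signal after BugLite.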
# MCF10A rereplic = induces DNA re-replication in MCF 10a normal breast cells; Potency, µM (series often up to 46.1 µM), without a hit: at the highest dose activity, positive = re-replication, usual class: activators; MCF 10A DNA re-replication, Hoechst nuclear intensity, 48 h; actives 2.9% (n = 350,000); note: % of control where 0% means no effect; nearly all actives have a fitted effect of over 50% in size
# EPAC2 antag = blocks human EPAC2 exchange factor | EPAC2 GEF exchange of Rap1B-BODIPY-GDP, fluorescence | Potency, µM (titrated, usually from 114 µM), without a hit: at the highest dose activity, negative = inhibition, most hits filed as inhibitors | actives 0.18% (n = 360,000) | AID 720708; note: % is set by controls: 0 for no effect and ±100 for the full control effect; nearly all actives have a fitted effect of over 45% in size; many of its hits are not listed in these tables
# Target sequence (Q8WZA2 whole entry, looked up): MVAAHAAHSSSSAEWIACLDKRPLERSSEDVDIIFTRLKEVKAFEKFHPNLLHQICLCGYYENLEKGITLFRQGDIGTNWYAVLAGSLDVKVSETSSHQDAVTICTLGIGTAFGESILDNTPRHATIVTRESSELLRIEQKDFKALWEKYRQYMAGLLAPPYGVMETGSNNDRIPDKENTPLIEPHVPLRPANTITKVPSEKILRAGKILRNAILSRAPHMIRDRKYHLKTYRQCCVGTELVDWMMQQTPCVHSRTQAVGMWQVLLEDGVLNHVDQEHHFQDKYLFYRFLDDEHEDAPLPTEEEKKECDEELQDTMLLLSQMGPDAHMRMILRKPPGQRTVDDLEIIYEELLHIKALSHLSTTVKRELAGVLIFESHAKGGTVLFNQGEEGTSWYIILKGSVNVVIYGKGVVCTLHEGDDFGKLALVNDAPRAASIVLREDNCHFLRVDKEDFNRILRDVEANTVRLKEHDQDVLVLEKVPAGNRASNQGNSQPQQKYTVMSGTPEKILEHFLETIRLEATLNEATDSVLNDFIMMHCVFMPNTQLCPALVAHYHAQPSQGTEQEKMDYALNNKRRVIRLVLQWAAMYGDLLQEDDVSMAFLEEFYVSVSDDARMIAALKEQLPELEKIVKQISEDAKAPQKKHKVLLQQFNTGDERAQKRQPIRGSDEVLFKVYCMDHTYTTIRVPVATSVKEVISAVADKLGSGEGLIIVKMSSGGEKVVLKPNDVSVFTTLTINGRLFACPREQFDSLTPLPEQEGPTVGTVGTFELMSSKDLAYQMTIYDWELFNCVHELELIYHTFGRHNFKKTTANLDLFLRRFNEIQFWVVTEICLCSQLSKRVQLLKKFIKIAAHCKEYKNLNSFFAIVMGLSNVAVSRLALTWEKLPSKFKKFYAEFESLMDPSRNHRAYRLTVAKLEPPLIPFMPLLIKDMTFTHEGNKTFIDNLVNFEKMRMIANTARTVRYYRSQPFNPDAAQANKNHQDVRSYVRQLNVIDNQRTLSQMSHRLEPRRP
# HepG2 tox = HepG2 cytotoxicity, counter-screen for TGF-b inhibitors | actives 0.76% (n = 410,000) | HepG2 CAGA-GFP viability, ATP luminescence, 18 h | AID 588856 | Potency, µM (top dose mostly 46.1 µM), without a hit: at the highest dose activity change, negative = cytotoxicity, hits mostly cytotoxic; note: some results filed as inactive show a strong effect at the top dose
#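 HepG2 CAGA-GFP cells (1000/well, DMEM with 1% FBS) received compound, then TGF-beta at 500 pg/mL final, and were incubated 18 hours at 37 degrees C. Viability was read by CellTiter-Glo luminescence. Media-only wells were set as complete cell-killing and DMSO as no toxicity.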
# Nrf2 activator = activators of Nrf2 (ARE) signaling. AREc32 ARE-luciferase reporter (MCF7-derived line), luminescence, 24 h. Potency, µM (highest dose often 46.1 µM), for inactives: top-dose activation, usual class: activators. actives 0.31% (n = 410,000); note: % of control where 0% means no effect; nearly all actives have a fitted effect of over 65% in size
#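 Nrf2 activation is followed as ARE-luciferase induction in the AREc32 line after one day of compound treatment; luminescence is read with Steady-Glo.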
# ATXN2 expr inh = reduces ATXN2 reporter expression in HEK-293 cells; Potency, µM (doses to about 57 µM), inactives show at the top dose activity change, negative = inhibition, usual class: inhibitors; AID 1745845; actives 0.72% (n = 360,000); HEK-293 ATXN2-luciferase reporter, luminescence, 24 h; note: % is set by controls: 0 for no effect and ±100 for the full control effect; nearly all actives have a fitted effect of over 55% in size
#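 ATXN2-luciferase reporter cells (luciferase flanked by upstream and downstream ATXN2 gene portions) were treated 24 h at 37 °C with compounds at up to 57 uM. SteadyGlo luminescence gave expression; GF-AFC fluorescence gave viability.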
# ATXN viability = viability counter-screen for ATXN expression inhibitors | S2 cells (HEK-293 line with an ATXN2-luciferase reporter) viability, CellTiter-Fluor protease fluorescence, 24 h | Potency, µM (highest dose often 56.7 µM), most hits filed as cytotoxic | actives 0.49% (n = 400,000); note: nearly all actives have a fitted effect of over 40% in size
# A549 tox = counter-screen for Nrf2 inhibitors: cytotoxicity in A549 cells. A549 ARE-Fluc cells, CellTiter-Fluor viability, 18-24 h. actives 0.16% (n = 390,000). Potency, µM (doses to about 46 µM), for inactives: at the highest dose activity change, negative = cytotoxicity, actives largely listed as inhibitors; note: % is set by controls: 0 for no effect and ±100 for the full control effect
#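 A549 ARE_Fluc cells in 5% FBS OPTI-MEM were exposed to compounds in concentration-response for 18-24 h at 37 deg C. Viability was read by CellTiter-Fluor fluorescence (Ex 405/Em 525) after 30 min, before the luciferase read.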
# Starred values were filed as active, the others as inactive; i = inactive; ? = inconclusive; nt = not tested or not shown; & = joins results of further samples; [ ] = another dose, or the depositor's remark. Calls come from the whole dose curve; as a rule, active = well fitted curve in the direction sought with a large enough effect; inconclusive = small, poorly fitted or top-dose-only effect, or another doubt; inactive = no such curve, though single readings can be large; an effect the other way counts as inactive or inconclusive. Potency is the fitted concentration of half-maximal effect.
compound	TGFb SMAD3 inh	Nrf2 inh	MCF10A rereplic	EPAC2 antag	HepG2 tox	Nrf2 activator	ATXN2 expr inh	ATXN viability	A549 tox
CS(=O)(=O)N(CCc1ccccc1)CC(=O)N1CCN(c2ccccc2)CC1	-14%	-19%	5%	13%	-27%	-0.7%	-8%	i	2%
Cc1ccc(O)c(-c2cc(C(=O)NCc3ccncc3)[nH]n2)c1	-3%	-21%	9%	-11%	-10%	0.6%	-9%	i	11%
CCOc1ccc(S(=O)(=O)NCc2cccnc2)cc1NC(=O)c1ccccc1F	34%	-4%	13µM*	-3%	-5%	-0.6%	-33%	i	-15%
COCCCNc1nc2ccccc2nc1NS(=O)(=O)c1ccc(C)c(C)c1	-1%	-13%	-2%	-5%	-8%	-0.7%	-3%	i	-2%
COc1ccccc1N1CCN(c2ncnc3c2cnn3-c2cccc(Cl)c2)CC1	21%	nt	nt	nt	5%	-0.9%	3%	i	-3%
COC(=O)C(Cc1ccccc1)NC(=O)CCNC(=O)c1ccco1 (centres undefined)	-6%	0%	-9%	11%	0%	-0.3%	1%	i	0%
CCOC(=O)C1C(=O)CC(C)(O)C(C(=O)OCC)C1c1ccc(C)s1 (centres undefined)	-2%	7%	-1%	12%	-6%	-0.3%	-1%	i	-1%
Cc1cc2c(=Cc3ccc(N(C)C)cc3)c3ccccc3n2[n+]1C	6.3µM*	2.6µM*	-7%	-28%	-29%	-1.4%	10µM*	?	16µM*
FC(F)(F)c1cccc(Oc2ccc3c(C(F)(F)F)cc(C(F)(F)F)nc3n2)c1	-13%	1%	-1%	4%[57.1 µM]	8%	0.3%	7%	i	-1%
COc1cc(OC)c(C(=O)Nc2ccc(N(C)C)cc2)cc1OC	-3%	-22%	7%	3%	0%	2.6%	22%	i	-13%
Cc1ccc(OCC(=O)Nc2cccc(OCc3cc(=O)n4ccccc4n3)c2)cc1C	-1%	nt	nt	nt	0%	0.1%	nt	nt	-3%
Cc1c(C(=O)Oc2cc(N)n(S(C)(=O)=O)n2)cccc1[N+](=O)[O-]	0%	-28%	?	-7%	-13%	0.0%	nt	i	-4%
Cc1c(NC(=O)Cc2cccs2)cccc1[N+](=O)[O-]	-8%	-17%	2%	9%	8%	4.1%	-7%	i	3%
O/N=C\c1ccccc1Oc1ccc(F)cc1	4%	2%	6%	?	-6%	-0.6%	-21%	i	2%
CC(C)Oc1c(N2CCOCC2)c(=O)c1=O	40%[activator]	-4%	-3%	1%	29%	-0.1%	-5%	i	-1%
Cc1cc(OCC(=O)NCCN2CCOCC2)ccc1Br	-10%	-6%	1%	-4%	-1%	-0.1%	-6%	i	1%
O=S(=O)(Nc1nc2ccccc2nc1NCc1ccco1)c1ccccc1	-10%	-22%	11%	-6%	8%	7.7%	-3%	i	4%
O=C(NCCCN1CCOCC1)c1c(F)cccc1F	-2%	nt	-4%	3%	2%	0.4%	1%	i	0%
CC1CCC(NC(=O)CSc2nncs2)CC1 (centres undefined)	7%	7%	20%	-10%	3%	-0.2%	11%	i	10%
CCOC(=O)c1c(NC(=O)c2ccc(Br)o2)sc(C)c1CC	?	-13%	?	3%[57.1 µM]	-12%	0.2%	-6%	i	3%
CC1CN(CC(=O)NC(C)c2ccccc2)CC(C)O1 (centres undefined)	0%	10%	-1%	2%	-6%	-0.3%	nt	i	9%
Cc1cccc(C)c1OCC(=O)N/N=C/C=C/c1ccco1	-35%	3%	?	-7%	-57%	1.6µM*	-22%	i	-5%
COc1ccc(C(C)NC(=O)CN(c2cc(OC)ccc2OC)S(=O)(=O)c2ccccc2)cc1 (centres undefined)	-16%	4%	nt	nt	-31%	3.7%	2%	i	2%
Cc1ccc(NC(=O)CN2C(=O)COc3ccc(S(=O)(=O)NC4CCCC4)cc32)cc1N(C)C	-25%	9%	nt	nt	-15%	4.0%	-13%	?	0%
C[C@@](Cc1ccc(O)c(O)c1)(NN)C(=O)O	-9%	2%	-33%&0%&-3%[inhibitor]	-15%	-45%	8.7%	7%	i	-13%

# Further results
compound	TGFb SMAD3 inh	Nrf2 inh	MCF10A rereplic	EPAC2 antag	HepG2 tox	Nrf2 activator	ATXN2 expr inh	ATXN viability	A549 tox
Cc1ccc(NC(=O)CSc2nc3nc(C)c(Br)cc3[nH]2)cc1F	?	3%	?	8%	-49%	3.0%	nt	?	9%
CN1/C(=C\C=C2/SC(=S)NC2=O)C(C)(C)c2ccccc21	35%[activator]	?	?	98%[activator]	-40%	4.9%	nt	28µM*	15µM*
COC(=O)c1sccc1NC(=O)Cc1ccc(Br)cc1	-5%	-5%	12%	-11%	-49%	15%	3%	i	0%
Cc1ccc2ncc3c(-c4ccc(F)cc4)nn(CC(=O)Nc4ccccc4C)c3c2c1	-6%	17%	nt	nt	-29%	0.1%	2%	?	5%
CCCCOC(=O)CSc1nnc(-c2cc(OC)c(OC)c(OC)c2)o1	7%	?	23%	0%	-21%	0.1%	0%	i	-4%
CN(C)c1ccc(/C=C/C(=O)c2ccccc2O)cc1	25%	?	6%	4%	-24%	0.2%	74%[activator]	i	-1%
Cn1c(=O)[nH]c(=O)c2c1nc(N1CCCC1)n2CCCSc1nnnn1-c1ccccc1	-3%	-13%	?	15%	4%	0.9%	29%	i	1%
Cn1c(=O)c2c(SCC(=O)NC3CCCC3)nc(CC(C)(C)C)nc2n(C)c1=O	0%	3%	-25%	-6%	8%	-0.6%	1%	i	-1%
O=C(Nc1ccc(Br)cn1)c1ccc(Br)s1	21%	?	18µM*	-4%	0%	11%	30%[activator]	i	-6%
COc1ccc(N2CC(C(=O)N3CCN(S(=O)(=O)c4ccc(F)c(F)c4)CC3)CC2=O)c(OC)c1 (centres undefined)	?	15%	-2%	12%	0%	-0.1%	6%	?	-1%
O=C(Cc1ccc(Br)cc1)Nc1ccc(Cl)cc1	-11%	-8%	2%	2%	-50%	0.6%	-9%	?	4%
O=C(Nc1ccccc1)N(Cc1cccs1)c1ccc(Cl)cc1	0%	-8%	nt	nt	-15%	-0.8%	nt	nt	2%
COc1ccccc1C(=O)Nc1ccc(S(=O)(=O)N2CCc3ccccc32)cc1	-9%	?	7%	-1%	-5%	-0.3%	12%	i	-2%
O=C(N/N=C/c1cc([N+](=O)[O-])ccc1O)c1ccncc1	-19%	-7%	15%	-5%	-10%	-0.1%	nt	?	-5%
CN(CC(=O)Nc1cccnc1)S(=O)(=O)c1ccccc1	5%	15%	18%	0%	12%	-0.7%	8%	i	1%
CCCCCCN1C[C@H](n2cc(C3CC3)nn2)[C@@H](O)C[C@@H]1c1ccccc1	?	nt	nt	-30%	-107%	0.0%	?	?	nt
CC(=O)c1sc(NC(=O)C=C(C)C)nc1C	-3%	?	11%	-3%	-25%	3.2%	44%[activator]	i	nt
O=C(CCC(=O)OCC(F)(F)C(F)F)NCc1ccccc1	-17%	4%	-1%	4%	-18%	-0.4%	4%	i	13%
CCn1nc(NC(=O)COC)c2cc3cc(C)ccc3nc21	-13%	19%	2%	4%	-3%	0.1%	nt	nt	-7%
COc1cc(C(=O)N2CCCCC2c2cc(C(=O)NCc3cccnc3)no2)cc(OC)c1C (centres undefined)	8%	nt	nt	-28%	-7%	3.4%	-4%	i	nt
COC(=O)c1ccc2nc(NC(=O)C(C)C)sc2c1	-2%	?	-11%	-9%	-22%	0.5%	47%[activator]	i	-2%
CCc1ccc(NS(=O)(=O)c2ccc3c(c2)oc(=O)n3C)cc1	-10%	?	-4%	-10%	-16%	-0.8%	-16%	i	-2%
Cc1ccc(N(CC(=O)NN=C2CCN(C)CC2)S(=O)(=O)c2ccccc2)c(C)c1	-33%	5%	-2%	15%	-7%	0.3%	9%	i	11%
O=C(Nc1cc(F)cc(F)c1)c1ccc(NCCc2ccccc2)c([N+](=O)[O-])c1	10%	-4%	17%	3%	-26%	13%	-17%	?	-8%
COc1ccccc1C(=O)Oc1ccc2c(c1)O/C(=C\c1ccncc1)C2=O	15%	-3%	?	6%	-23%	?	-7%	i	4%

# Going on with the list.
compound	TGFb SMAD3 inh	Nrf2 inh	MCF10A rereplic	EPAC2 antag	HepG2 tox	Nrf2 activator	ATXN2 expr inh	ATXN viability	A549 tox
CC(=O)c1ccc2c3c(ccc([N+](=O)[O-])c13)CC2	2%	nt	nt	1%	-12%	4.1%	nt	i	nt
Cc1nc2c(ccc3nc(NC(=O)c4ccc(S(=O)(=O)N(C)C)cc4)sc32)s1	-2%	2%	13%	15%	0%	0.7%	-6%	i	0%
CCOC(=O)c1[nH]c2c(c1-c1ccc(OC)cc1)C(=O)CC(c1ccc(OC)c(OC)c1)C2 (centres undefined)	9%	?	23%	-25%	-3%	0.9%	?	?	5%
COc1ccccc1CNc1ccc(-c2nc(C(C)C)no2)cc1[N+](=O)[O-]	-8%	?	nt	nt	0%	-0.6%	62%[activator]	?	-6%
O=C(NCc1ccc(Cl)cc1)C(=O)NCC(c1cccs1)S(=O)(=O)c1cccs1 (centres undefined)	-6%	nt	nt	nt	-23%	4.1%	-9%	?	2%
CCOc1ccc(C(=O)Nc2ccc(OCc3cc(=O)n4cccc(C)c4n3)cc2)cc1	-1%	nt	nt	nt	-4%	-0.7%	nt	nt	-9%
C[C@@H]1CC=C[C@H]2[C@H]1C(=O)N(Cc1ccccc1)[C@H]2c1ccc(-c2ccc(N(C)C)cc2)cc1F	?	?	?	11%	-17%	-1.0%	-21%	?	-1%
Fc1cccc(Cl)c1CSC1=NCCS1	4%	2%	2%	-7%	-12%	4.5%	15%	?	4%
CCCNC(=O)NC(=O)COc1c(F)c(F)cc(F)c1F	11%	nt	-1%	-2%	2%	-0.4%	1%	i	9%
CC(C)CCn1c(Oc2ccccc2F)nc2c1c(=O)n(C)c(=O)n2C	0%	nt	nt	nt	-17%	7.2%	-17%	?	-1%

# Pulled by compound from the entries so far:
compound	TGFb SMAD3 inh	Nrf2 inh	MCF10A rereplic	EPAC2 antag	HepG2 tox	Nrf2 activator	ATXN2 expr inh	ATXN viability	A549 tox
CCOc1ccc(C(=O)Nc2ccc(OCc3cc(=O)n4cccc(C)c4n3)cc2)cc1	-1%	nt	nt	nt	-4%	-0.7%	nt	nt	-9%
C[C@@H]1CC=C[C@H]2[C@H]1C(=O)N(Cc1ccccc1)[C@H]2c1ccc(-c2ccc(N(C)C)cc2)cc1F	?	?	?	11%	-17%	-1.0%	-21%	?	-1%

# Source: PubChem (National Center for Advancing Translational Sciences (NCATS))

# Some of the compounds tested; rates above refer to the full screens.
